High-throughput results: PubChem BioAssay, National Center for Advancing Translational Sciences (NCATS)
Nrf2 ARE act: Nrf2 pathway activation. AREc32 ARE-luciferase reporter (MCF7-derived line), luminescence, 24 h. Potency, µM (series often up to 46.1 µM), inactives show at the top dose activation, most hits filed as activators. 410,000 compounds, 0.31% hits. AID 624171; further: potency means the concentration at half of the fitted maximal effect; % of control where 0% means no effect; nearly all actives have a fitted effect of over 65% in size
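Nrf2 activation is followed as ARE-luciferase induction in the AREc32 line after one day of compound treatment; luminescence is read with Steady-Glo.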
ATXN2 expr inh: inhibitors of ATXN2 expression; AID 1745845; HEK-293 ATXN2-luciferase reporter, luminescence, 24 h; 360,000 compounds, 0.72% hits; Potency, µM (series often up to 57 µM), for the others: at the top dose activity change, negative = inhibition, most hits filed as inhibitors; further: potency means the concentration at half of the fitted maximal effect; on the % scale 0 is the no-effect control and ±100 the full control effect; nearly all actives have a fitted effect of over 55% in size
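qHTS (up to 57 uM final) was run with 24 h compound exposure of reporter cells at 37 °C. Each well was multiplexed: SteadyGlo luminescence measured ATXN2-luciferase expression after a fluorogenic Gly-Phe-AFC viability readout (25 uM final).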
Nrf2 inh: Nrf2 pathway inhibition. 360,000 compounds, 2.1% hits. A549 ARE-Fluc reporter, luciferase luminescence, 18-24 h. AID 504444. Potency, µM (series often up to 46 µM), for the others: at the top dose activity change, negative = inhibition, most hits filed as inhibitors; further: potency means the concentration at half of the fitted maximal effect; on the % scale 0 is the no-effect control and ±100 the full control effect; nearly all actives have a fitted effect of over 60% in size
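Quantitative HTS in A549 cells stably bearing an antioxidant response element-firefly luciferase construct. Inhibition of Nrf2-driven transcription was scored by luminescence after 18-24 h of compound exposure at 37 °C.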
S2 tox: cell viability loss in ATXN counter-screen. Potency, µM (series often up to 56.7 µM), usual class: cytotoxic. AID 651635. S2 cells (HEK-293 line with an ATXN2-luciferase reporter) viability, CellTiter-Fluor protease fluorescence, 24 h. 400,000 compounds, 0.49% hits; further: potency means the concentration at half of the fitted maximal effect; nearly all actives have a fitted effect of over 40% in size
HepG2 tox: HepG2 cytotoxicity, counter-screen for TGF-b inhibitors | HepG2 CAGA-GFP viability, ATP luminescence, 18 h | Potency, µM (series often up to 46.1 µM), without a hit: at the top dose activity change, negative = cytotoxicity, hits mostly cytotoxic | 410,000 compounds, 0.76% hits | AID 588856; further: potency means the concentration at half of the fitted maximal effect; some results filed as inactive show a strong effect at the top dose
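HepG2 CAGA-GFP cells (1000/well, DMEM with 1% FBS) received compound, then TGF-beta at 500 pg/mL final, and were incubated 18 hours at 37 degrees C. Viability was read by CellTiter-Glo luminescence. Media-only wells were set as complete cell-killing and DMSO as no toxicity.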
A549 viability: kills or reduces viability of A549 cells in Nrf2 counter-screen; A549 ARE-Fluc cells, CellTiter-Fluor viability, 18-24 h; Potency, µM (series often up to 46 µM), inactives show at the top dose activity change, negative = cytotoxicity, most hits filed as inhibitors; 390,000 compounds, 0.16% hits; further: potency means the concentration at half of the fitted maximal effect; on the % scale 0 is the no-effect control and ±100 the full control effect
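Cytotoxicity counterscreen: CellTiter-Fluor fluorescence was measured in A549 ARE_Fluc cells after 18-24 h of compound exposure in a concentration series. The subsequent BugLite luminescent read reports ARE-luciferase activity.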
IL1B secr inh: inhibitors of inflammasome signaling (IL-1 beta secretion). THP-1 LPS/ATP IL-1B secretion, AlphaLISA, 16 h; active compounds read low. activity change, % at 57.5 µM. 360,000 compounds, 4.7% hits; in the data active means activity change below about -50%; inconclusive means mostly about -30% to -49%; further: on the % scale 0 is the no-effect control and ±100 the full control effect
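THP-1 cells pretreated 1 hr with compounds (up to 57.5 uM final), then stimulated with LPS (250 ng/mL final) plus ATP (1.25 mM final); secreted IL-1B measured by AlphaLISA after 16 hr, decreased signal indicating inhibition.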
MCF10A rereplic: DNA re-replication induction in MCF 10a cells. Potency, µM (top dose mostly 46.1 µM), for the others: at the highest dose activity, positive = re-replication, hits mostly activators. 350,000 compounds, 2.9% hits. MCF 10A DNA re-replication, Hoechst nuclear intensity, 48 h; further: potency means the concentration at half of the fitted maximal effect; % of control where 0% means no effect; nearly all actives have a fitted effect of over 50% in size
TGFb SMAD3 inh: inhibitors of TGF-b signaling. HepG2 CAGA-GFP TGF-b/SMAD3 reporter, GFP fluorescence, 18 h; TGF-beta stimulated, 500 pg/mL final. Potency, µM (doses to about 46.1 µM), inactives show top-dose activity, negative = inhibition, usual class: inhibitors. 410,000 compounds, 1.2% hits; further: potency means the concentration at half of the fitted maximal effect; on the % scale 0 is the no-effect control and ±100 the full control effect; nearly all actives have a fitted effect of over 65% in size
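Inhibition was scored as loss of TGF-beta-induced (500 pg/mL final, 18 hours, 37 degrees C) GFP in HEPG2 cells carrying a CAGA-GFP reporter, in DMEM with 1% FBS. Well GFP was summed per cell; Activity was normalised to unstimulated and stimulated DMSO wells, then concentration-response fitting.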
Active calls of the source: *; i = inactive; ? = inconclusive; . = not tested or not shown; & = joins results of further samples; [ ] = remark or other dose. Unless noted, the call rests on the fitted dose curve; in most records, active means well fitted curve in the direction sought with a large enough effect; inconclusive means small, poorly fitted or top-dose-only effect, or another doubt; inactive means no such curve, though single readings can be large; an effect the other way counts as inactive or inconclusive.

SMILES,A549 viability,MCF10A rereplic,HepG2 tox,S2 tox,IL1B secr inh,Nrf2 inh,ATXN2 expr inh,TGFb SMAD3 inh,Nrf2 ARE act
CC(C)(C)OC(=O)C(Cl)(C(=O)OC(C)(C)C)c1ccc2nnnn2n1,6.5%,?,-17.3%,i,-79.3*,7.5%,-22.9%,-0.8%,6.7%
NC(=O)C1CCN(C(=O)/C=C/c2cccc(Br)c2)CC1,-4.4%,-2.2%,6.0%,i,5.7,-8.1%,4.8%,-1.9%,-0.6%
Cc1cc(S(=O)(=O)N2CCCC2)ccc1OCC(=O)NC1CCCC1,-0.1%,1.2%,-2.9%,i,13.9,-13.4%,0.0%,10.1%,-0.7%
CC1(Oc2cnc(Cl)c3ccccc23)CCN(Cc2ccc(-c3ccccn3)cc2)C1 (stereo not given),.,.,-27.8%,i,-0.2,.,-6.1%,-12.0%,0.9%
CCn1c2ccccc2c2cc(C3C(C#N)=C(C)NC(C)=C3C#N)ccc21,-3.3%,-11.7%,7.8%,i,16.0,?,-8.7%,-15.4%,-0.1%
Cc1ccc(C23OC(=O)C(C)(C)C2OC(=O)C3(C)C)cc1 (stereo not given),-0.2%,1.7%,6.8%,i,20.0,3.7%,0.0%,1.7%,0.4%
Cc1ccc(OCC(=O)Nc2nnc(S(=O)(=O)N3CCCCCC3)s2)cc1C,-6.8%,11.4%,-17.2%,i,1.2,-2.7%,-2.9%,0.2%,0.3%
CC1(C)CC(=O)C2=C(C1)OC(N)=C(C#N)C21CCN(C(=O)OCc2ccccc2)CC1,-15.8%,-4.3%,-31.8%,i,-10.5,?,1.8%,-7.2%,-0.3%
CC1CCN(C(=O)COC(=O)CCc2c[nH]c3ccccc23)CC1,3.8%,0.5%,3.9%,?,4.1,-6.5%,.,-36.5%,-0.2%
Cc1ccc(S(=O)(=O)N(C)CCCC(=O)NCc2ccc3c(c2)OCO3)cc1,-0.3%,15.8%,-3.1%,i,26.0,.,4.6%,-2.9%,0.0%
Cc1nc2ccc(-n3ccc(=O)cc3)cc2s1,-3.8%,5.3%,-11.8%,i,32.8,-13.2%,11.9%,5.0%,2.4%
O=C(CCCN1C(=O)/C(=C/c2cccs2)SC1=S)Nc1cccnc1,?,-28.2%,-2.2%,i,-5.9,4.0%,9.2%,0.0%,7.7%
CC(Oc1ccc2c(c1)oc(=O)c1ccccc12)C(=O)NCCCN1CCOCC1 (stereo not given),1.7%,-7.2%,0.2%,i,-2.8,-8.2%,3.0%,1.1%,2.7%
CCOc1ccccc1N1CCN(S(=O)(=O)c2cccc3nsnc23)CC1,-4.2%,6.5%,-2.0%,i,-7.2,?,-16.3%,-0.8%,0.3%
CS(=O)(=O)N(Cc1ccco1)CC(O)Cn1c2ccccc2c2ccccc21 (stereo not given),-9.0%,?,-23.9%,i,-21.8,?,-12.6%&-25.3%,-25.8%,4.0%
CCCC(=O)N1CCN(c2ccc(NC(=O)c3ccc([N+](=O)[O-])o3)cc2Cl)CC1,?,1.84µM*,11.2µM*,i,-110.5*,16.4µM*,?,5.62µM*,?
Cc1cccc(NC(=O)CSCC(=O)N(C)Cc2ccc3c(c2)OCCO3)c1,2.7%,9.4%,-7.8%,i,-1.2,-29.1%,-1.9%,-10.4%,0.2%
Cc1ccc(C)n1-c1nnc(N2CCCC(C(=O)Nc3ccccc3Br)C2)s1 (stereo not given),2.4%,.,-50.4%,.,.,-16.9%,.,.,24.1%
Cc1ccc(CNC(=O)c2ccc(N3CCC4(CC3)CC(c3cccc(Br)c3)=NO4)c(NC(=O)c3cccc(C)c3)c2)cc1,-0.9%,0.3%,3.0%,i,-4.4,3.6%,7.0%,1.9%,-1.5%
COC(=O)[C@]12CCCCC=C1N(Cc1ccc(Cl)cc1Cl)C(=O)[C@H](CC(=O)N1CCCCC1)C2,.,.,.,?,-28.3,.,?,.,6.3%
COC(=O)c1ccccc1NC(=O)NCc1ccccn1,-13.9%,-10.4%,2.9%,i,24.0,-9.7%,-5.5%,1.1%,0.6%
CN(C)c1ccc(C(=O)OCc2ccc(Br)cc2)cc1,-2.0%,18.6%,-18.3%,i,-0.5,.,33.3%,-12.9%,3.5%
CCOc1ccc(CCNC(=O)C2CCCN(S(C)(=O)=O)C2)cc1OCC (stereo not given),-1.6%,0.4%,14.1%,i,36.0,6.2%,2.2%,0.0%,-0.3%
Cc1ccc(-c2nc3c(C)cc(Br)cn3c2Cc2ccsc2)cc1,.,.,-43.7%,?,45.9,.,-0.4%,?,4.6%
CC(C)CC1NC(C(=O)O)Cc2c1[nH]c1ccccc21 (stereo not given),6.5%,?,2.1%,i,20.3,6.4%,1.5%,-26.6%,1.4%
CC(C)(C)NC(=O)c1ccc(NC(=O)C2COc3ccccc3O2)cc1 (stereo not given),-6.3%,6.3%,6.0%,i,-9.9,-20.6%,0.8%,-4.0%,-0.2%
CCOC(=O)N1CCN(C(=O)CSc2nc3c(c(=O)n2-c2ccccc2OC)SCC3)CC1,-4.5%,9.0%,-7.1%,i,-0.6,.,-17.6%,0.2%,-0.3%
O=C(Nc1cc(-c2ccccc2)nn1C1CCCCC1)c1ccc(Cl)cc1,-19.1%,?,-30.4%,i,-17.6,?,?,?,1.1%
CCOC(=O)CCc1c(C)nc(-n2[nH]c(C)c(CCO)c2=O)[nH]c1=O,6.0%,-0.3%,10.4%,i,8.6,15.1%,23.6%,8.1%,-0.1%
COc1ccccc1CNC(=O)CCS(=O)(=O)c1cccc2nonc12,3.9%,-1.7%,8.1%,i,4.0,1.7%,-5.1%,-0.9%,0.4%
CC1(C)CC(NC(=O)c2ccc(Br)o2)CC(C)(C)N1,7.3%,-7.3%,-6.0%,i,9.0,8.9%,-11.5%,8.0%,0.0%
O=C(NC1CCN(Cc2ccccc2)CC1)C1CCN(S(=O)(=O)c2cccc([N+](=O)[O-])c2)CC1,-1.8%,-7.3%,-17.8%,i,27.3,-13.0%,-17.2%,8.7%,0.0%
C[C@H](CO)N1C[C@H](C)[C@@H](CN(C)Cc2ccncc2)Oc2c(NS(=O)(=O)c3ccccc3)cccc2C1=O,-1.1%,1.2%,-2.0%,i,-3.4,14.4%,17.1%,-3.6%,4.4%
CCOC(=O)c1cccc(NC(=O)CCS(=O)(=O)c2cccc3nsnc23)c1,-2.7%,-2.6%,-9.3%,i,0.0,-5.9%,2.9%,3.3%,0.4%
O=S(CC(O)COCc1ccc(Cl)cc1)c1ccccn1 (stereo not given),-3.9%[1.84 µM],-8.2%,-12.5%,i,-11.6,-3.6%,-5.2%,-8.7%,-0.1%
Cc1c2c(cc3c1[nH]c1ccccc13)C=NCC2,-12.6%,20.6µM*,-116.4%,?,-73.0*,-3.0%,?,10.6%,11.8%
CCC(O)CNC(=O)CCc1nnc(C2(c3ccc(Cl)cc3)CCC2)o1 (stereo not given),3.1%,-1.5%,0.6%,i,15.3,3.4%,17.5%,-4.6%,-0.3%
CCCn1c(=O)c(F)cn(Cc2ccc(OC)c([N+](=O)[O-])c2)c1=O,-0.9%,10.1%,-29.6%,i,-8.7,-6.1%,3.1%,3.8%,0.2%
Cc1c(NC(=O)CC2CC(C)OC2=O)c(=O)n(-c2ccccc2)n1C (stereo not given),-2.3%,-1.7%,-13.9%,?,42.4,9.4%,7.7%,0.0%,-0.3%
NC(=O)c1ccc(NC(=O)CCc2nc3sc4c(c3c(=O)[nH]2)CCCC4)cc1,-6.1%,15.6%,6.0%,i,-0.7,6.8%,6.0%,-3.5%,0.2%
CC1CCCCC1NC(=O)CCS(=O)(=O)c1ccc2c(c1)NC(=O)CS2 (stereo not given),-5.4%,0.8%,3.1%,i,38.3,2.0%,-10.0%,3.8%,0.4%
O=C(Nc1ccccc1)c1nn(-c2ccccc2)c(=O)cc1C(F)(F)F,1.8%,-1.4%,4.9%,i,14.5,.,-24.2%,-19.3%,-0.2%
C=CCn1c(COc2ccc(Cl)cc2)nnc1SCC(=O)NCC(=O)OCC,0.1%,?,-8.6%,?,0.2,-0.5%,-6.0%,-5.0%,-0.1%
COc1cc(OC)c(N(C)C(=O)c2cn(C)c(=O)c3cc(OC)c(OC)cc23)cc1Cl,5.9%&3.7%,-6.5%,-26.2%&-4.0%,i,13.6,0.0%&2.0%,-11.6%,1.3%&7.9%,5.0%&5.8%
CCc1ccc(NCc2cc3cc4c(cc3n(CC(=O)Nc3ccc(C)cc3)c2=O)OCO4)cc1,-8.8%,.,0.9%,i,.,?,13.1%,0.3%,14.7%
CC(NC(=O)CCC(=O)c1ccc(F)cc1)C1CC2CCC1C2 (stereo not given),1.0%,10.3µM*,-4.3%,i,-20.8,-0.1%,-14.4%,-6.9%,0.9%
Cc1ccc(NC(=O)C(=O)c2c(-c3ccccc3)cc3ccccn23)cc1S(=O)(=O)N1CCOCC1,?,5.7%,-32.4%,.,-17.8,?,.,-8.1%,0.3%
CN(C(=O)COC(=O)c1nc(-c2ccccc2)n(-c2ccccc2)n1)C1CCS(=O)(=O)C1 (stereo not given),10.7%,0.4%,-0.8%,i,-15.6,29.1%,-2.1%,-1.4%,-0.7%
